Source: PubChem BioAssay
esBAF inh: inhibitors of esBAF chromatin remodeling in mouse ES cells; Bmi1-luciferase knock-in reporter, 24 h; 100% = twice the neutral-well signal; reporter increase, % at 12.5 µM; 350,000 compounds, 2% hits; in the data active means activation above about 40%; inconclusive means no clear call, values can overlap the other calls;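 further: 0% = median of the plate's neutral control wells and 100% = double that signal; a rise in the Bmi1 reporter signal indicates esBAF inhibition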
RAD54 branch: blocks human RAD54 Holliday junction branch migration; Q92698; FAM/BHQ fluorescence; inhibition, % at 10.4 µM; 360,000 compounds, 0.14% hits;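 active means mean normalized replicate activity at least 40 and at least half of replicates scoring 40 or more; inconclusive means only one of the two criteria met; inactive means mean below 40 and under half of replicates reaching 40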;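 further: 0% = median of neutral control wells and 100% = median of positive control wells; inhibitors cause a drop in the FAM fluorescence signal; in these data hits start at about 50%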
Target sequence (Q92698 whole entry, looked up): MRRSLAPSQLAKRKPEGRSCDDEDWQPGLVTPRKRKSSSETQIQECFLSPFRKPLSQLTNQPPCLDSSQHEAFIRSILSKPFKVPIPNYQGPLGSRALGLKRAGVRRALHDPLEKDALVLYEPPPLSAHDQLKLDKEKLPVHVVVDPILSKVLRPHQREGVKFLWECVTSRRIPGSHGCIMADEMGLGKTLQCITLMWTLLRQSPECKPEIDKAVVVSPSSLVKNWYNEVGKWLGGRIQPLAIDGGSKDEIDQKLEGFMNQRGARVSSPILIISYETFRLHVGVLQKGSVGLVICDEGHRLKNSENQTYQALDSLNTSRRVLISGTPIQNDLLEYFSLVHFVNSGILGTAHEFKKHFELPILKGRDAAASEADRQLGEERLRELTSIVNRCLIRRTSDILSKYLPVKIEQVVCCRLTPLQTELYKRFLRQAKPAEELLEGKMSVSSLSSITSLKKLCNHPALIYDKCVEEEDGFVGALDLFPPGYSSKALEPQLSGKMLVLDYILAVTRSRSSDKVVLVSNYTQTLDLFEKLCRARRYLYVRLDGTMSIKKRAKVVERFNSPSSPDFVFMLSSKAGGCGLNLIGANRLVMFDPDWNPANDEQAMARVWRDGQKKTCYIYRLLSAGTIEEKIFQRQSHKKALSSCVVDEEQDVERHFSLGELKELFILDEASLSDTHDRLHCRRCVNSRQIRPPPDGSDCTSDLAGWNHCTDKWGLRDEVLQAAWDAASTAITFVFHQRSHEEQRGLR
The depositor's hits bear a star. Some of the compounds tested, so the mix of outcomes need not match the whole.

A first look:
How did COc1ccccc1OCC(=O)NCCc1nc2ccccc2[nH]1 do in these assays?
esBAF inh: -7.5; RAD54 branch: -4.4

How did O=C(CSc1nnc(CN2CCOCC2)n1-c1ccc(Cl)cc1)Nc1ccc2c(c1)OCO2 do in these assays?
esBAF inh: -4.0; RAD54 branch: -5.0

What do the screens show for `O=C(CSCc1ccc(F)cc1)NC1CCCC1`?
esBAF inh: 27.0; RAD54 branch: -1.8

Results for CCOC(=O)Cn1c2c(c(=N)c3c1CCC3)CCC2 ?
esBAF inh: -0.2; RAD54 branch: -5.8

The whole of this part (from the top)
How did COc1ccccc1OCC(=O)NCCc1nc2ccccc2[nH]1 do in these assays?
esBAF inh: -7.5; RAD54 branch: -4.4

How did O=C(CSc1nnc(CN2CCOCC2)n1-c1ccc(Cl)cc1)Nc1ccc2c(c1)OCO2 do in these assays?
esBAF inh: -4.0; RAD54 branch: -5.0

What do the screens show for `O=C(CSCc1ccc(F)cc1)NC1CCCC1`?
esBAF inh: 27.0; RAD54 branch: -1.8

Results for CCOC(=O)Cn1c2c(c(=N)c3c1CCC3)CCC2 ?
esBAF inh: -0.2; RAD54 branch: -5.8

How did COc1ccccc1Nc1nc(N)nc(CSCCO)n1 do in these assays?
esBAF inh: -1.4; RAD54 branch: -1.5

How did O=C(NC1CCCCC1)N(Cc1ccc(F)cc1)Cc1nc2ccccc2c(=O)[nH]1 do in these assays?
esBAF inh: 1.2; RAD54 branch: 6.3

Results for CCOC(=O)[C@@H]1[C@H]2COc3ccccc3[C@H]2N2C(=O)N(c3cccc(Cl)c3)C(=O)[C@@]12C ?
esBAF inh: 7.3; RAD54 branch: -8.4

Results for CCCn1nc(NC(=O)c2ccncc2)c2cc3ccccc3nc21 ?
esBAF inh: 5.3; RAD54 branch: -2.3

What do the screens show for `O=S(=O)(NCCSCc1ccc(Cl)c(Cl)c1)c1ccc2c(c1)OCCO2`?
esBAF inh: -14.1; RAD54 branch: 2.8

How did CC1CCC(NC(=O)c2cnccn2)CC1 (centres undefined) do in these assays?
esBAF inh: 2.9; RAD54 branch: -1.4

Results for CCOC(=O)C1CN(c2cc3c(cc2F)c(=O)c(C(=O)O)cn3CC)OC1C(=O)OCC (centres undefined) ?
esBAF inh: -5.8; RAD54 branch: 6.1

How did Cc1c(NC(=O)c2ccc3c(c2)OCO3)c(=O)n(-c2ccccc2)n1C do in these assays?
esBAF inh: -7.7; RAD54 branch: -0.7

How did CCOC(=O)CN1C(=O)N[C@@H](c2ccccc2)C(C(=O)OC)=C1C do in these assays?
esBAF inh: 0.9; RAD54 branch: -10.7

What do the screens show for `Cc1cc2cc3c(cc2nc1SCC(=O)O)OCCO3`?
esBAF inh: -4.8; RAD54 branch: -7.1

What do the screens show for `CC(C)(C)c1ccc(OCCON2C(=O)CCC2=O)c(Cl)c1`?
esBAF inh: 1.1; RAD54 branch: -2.5

How did N#CC(c1ccccc1F)(c1ncc(C(F)(F)F)cc1Cl)N1CCOCC1 (centres undefined) do in these assays?
esBAF inh: -10.2; RAD54 branch: -5.2

What do the screens show for `Brc1ccc(-c2ncc(-c3ccccc3)cn2)cc1`?
esBAF inh: -3.2; RAD54 branch: -10.6

How did CCCn1nc(Oc2nc(SC)nc(N(C)C)n2)ccc1=O do in these assays?
esBAF inh: -5.9; RAD54 branch: 2.6

Results for Cc1ccc(S(=O)(=O)N(CC(=O)NCCC2=CCCCC2)Cc2ccccc2F)cc1 ?
esBAF inh: -9.7; RAD54 branch: 6.1

Results for N#Cc1c2c(c(=S)n(-c3ccccc3)c1N)CCCC2 ?
esBAF inh: -5.7; RAD54 branch: -14.8

How did Nc1c(S(=O)(=O)c2cccs2)c2nc3ccccc3nc2n1Cc1cccs1 do in these assays?
esBAF inh: 8.9; RAD54 branch: 1.3

How did FC(F)(F)c1cccc(NC(=S)NCCc2ccccn2)c1 do in these assays?
esBAF inh: 12.9; RAD54 branch: 8.5

What do the screens show for `O=C(Nc1cc(=O)[nH]c2ncnn12)c1ccccc1`?
esBAF inh: 7.8; RAD54 branch: 2.6

What do the screens show for `COc1ccccc1N1CCN(Cc2ccc(O)c3ncccc23)CC1`?
esBAF inh: -27.7; RAD54 branch: 9.2

What do the screens show for `COc1cc(C)ccc1OCCOc1ccccc1Cl`?
esBAF inh: 76.7*; RAD54 branch: -4.7

How did COc1cc(C)c(Br)cc1S(=O)(=O)N1CCOCC1 do in these assays?
esBAF inh: -2.5; RAD54 branch: -1.5

What do the screens show for `Cc1noc(C)c1CSc1nc2sc3c(c2c(=O)n1C)CCCC3`?
esBAF inh: -16.3; RAD54 branch: 0.4

Results for CCOCC(=O)Nc1ccc(S(=O)(=O)NCCc2ccccc2)cc1 ?
esBAF inh: -6.4; RAD54 branch: 1.2

Results for NS(=O)(=O)c1ccc(CCNC(=O)c2ccc(NC3=NC4CS(=O)(=O)CC4S3)cc2)cc1 (centres undefined) ?
esBAF inh: -7.3; RAD54 branch: -1.7

What do the screens show for `COC(=O)c1c(C)n(-c2ccccc2)c2ccc(O)cc12`?
esBAF inh: 0.2; RAD54 branch: -2.5

What do the screens show for `CCOc1cc(S(=O)(=O)NCCN2CCOCC2)c(C)cc1C`?
esBAF inh: -3.5; RAD54 branch: -7.4

How did CCOC(=O)c1sc(=S)n(C)c1N do in these assays?
esBAF inh: -14.6; RAD54 branch: -1.5

What do the screens show for `Cc1cc(=O)oc(C)c1C(=O)N1CCN(C(c2ccccc2)c2ccccc2)CC1`?
esBAF inh: -3.5; RAD54 branch: -10.6

How did COc1ccc(/C=N/n2c(SC)nnc(C(C)(C)C)c2=O)c(OC)c1 do in these assays?
esBAF inh: -7.1; RAD54 branch: -3.6

What do the screens show for `O=S(=O)(Nc1cccnc1)c1cc(Cl)ccc1Cl`?
esBAF inh: -1.3; RAD54 branch: 2.3

What do the screens show for `CS(=O)(=O)N1CCC(C(=O)N2CCC(Cc3ccccc3)CC2)CC1`?
esBAF inh: -7.6; RAD54 branch: 7.4

Results for CSc1nnc(C)c(/C=C/Nc2ccc(Cl)cc2)n1 ?
esBAF inh: 1.2; RAD54 branch: -11.4

How did COc1ccc(C(CC(=O)O)NC(=O)COc2ccccc2)cc1OC (centres undefined) do in these assays?
esBAF inh: -7.8; RAD54 branch: 1.5

Results for CCCCC1(CC)C(=O)NC(=O)NC1=Nc1ccc(OC)cc1 (centres undefined) ?
esBAF inh: 13.0; RAD54 branch: -4.0

Results for C#CCOCCOCCOCCNc1nc(N2CCN(C(=O)[C@H](CCC(=O)O)n3cc(C(N)CC(C)C)nn3)CC2)nc(N2CCN(C(=O)[C@H](CCC(=O)O)n3cc(C(N)CC(C)C)nn3)CC2)n1 (some centres undefined) ?
esBAF inh: 0.5; RAD54 branch: 8.9

Results for O=C(COC(=O)CCCN1C(=O)c2ccccc2C1=O)Nc1ncc(Cl)cc1Cl ?
esBAF inh: 2.4; RAD54 branch: 2.4

What do the screens show for `Cc1cccc(C(=O)NNC(=O)c2cc3cc4ccccc4nc3s2)c1`?
esBAF inh: 6.9; RAD54 branch: 2.5

Results for Cc1cccc([C@@H]2[C@@H]3C(=O)N(Cc4ccccc4)C(=O)[C@@H]3[C@]3(CC(C)C)C(=O)N(c4cccc(Br)c4)C(=O)N23)c1 ?
esBAF inh: 0.9; RAD54 branch: -3.0

Results for c1ccc(Nc2nnc(SCc3cccc4ccccc34)s2)cc1 ?
esBAF inh: 17.9; RAD54 branch: -1.8

What do the screens show for `c1ccc2c(c1)OCC(c1nnc3sc(-c4ccc5c(c4)OCO5)nn13)O2` (centres undefined)?
esBAF inh: 11.5; RAD54 branch: -2.4

How did COc1ccc(-c2cc(C(F)F)n3ncc(C(=O)N4CCN5CCCC5C4)c3n2)cc1 (centres undefined) do in these assays?
esBAF inh: -0.6; RAD54 branch: 15.3

How did Cc1sc2ncnc(OCC(=O)Nc3ccc4c(c3)OCCO4)c2c1C do in these assays?
esBAF inh: -5.2; RAD54 branch: 7.9

What do the screens show for `CCC(C)N1CC(C(=O)NC2CCCCC2)CC1=O` (centres undefined)?
esBAF inh: 0.3; RAD54 branch: 1.4

How did CCC(C)C1Nc2ccc(C(=O)NCCc3ccc(OC)c(OC)c3)cc2NC1=O (centres undefined) do in these assays?
esBAF inh: -1.7; RAD54 branch: 11.2

How did CCOc1ccc(-c2c(C#N)c(N)nc3c2c(=O)n(C)c(=O)n3C)cc1OC do in these assays?
esBAF inh: 2.8; RAD54 branch: 4.1

Results for CC(=O)CCc1c[nH]c2c(C(=O)O)cccc12 ?
esBAF inh: 11.8; RAD54 branch: -4.7

Results for Cn1cc(Cl)c(C(=O)Nc2cccc(Cl)c2Cl)n1 ?
esBAF inh: 70.8*; RAD54 branch: -3.6

How did COc1ccc(S(=O)(=O)N(C)CC(=O)NCc2cccnc2)cc1C do in these assays?
esBAF inh: -0.5; RAD54 branch: 1.6

Results for Cc1ccc(Cn2c(NC(=O)c3ccco3)nc3ccccc32)cc1 ?
esBAF inh: 8.1; RAD54 branch: -8.2

How did Cc1ccc(CN(CC(=O)N/N=C/c2ccco2)S(=O)(=O)c2ccc(C)cc2)cc1 do in these assays?
esBAF inh: 1.3; RAD54 branch: -1.6

How did Cc1cccc(-n2nc3c(c2NC(=O)c2ccco2)CSC3)c1C do in these assays?
esBAF inh: 5.0; RAD54 branch: 7.2

What do the screens show for `Cc1ccc(C(=O)c2cn[nH]c2-c2ccccc2O)cc1`?
esBAF inh: 16.7; RAD54 branch: 7.3

Results for Cc1ccc(CCNC(=O)C2CCCN2S(=O)(=O)c2ccc3c(c2)CCC(=O)N3)cc1 (centres undefined) ?
esBAF inh: 11.9; RAD54 branch: 5.4

How did COc1cc(/C=C2/SC(=S)N(CC(=O)Nc3nc4ccccc4s3)C2=O)cc(OC)c1OC do in these assays?
esBAF inh: -4.8; RAD54 branch: -10.6

How did CCOC(=O)c1[nH]c(C)c(/C(O)=C2\C(=O)C(=O)N(CCCN(CC)CC)C2c2cccnc2)c1C (centres undefined) do in these assays?
esBAF inh: -10.1; RAD54 branch: 0.5

Results for O=C(/C=N/O)NCc1ccncc1 ?
esBAF inh: 17.2; RAD54 branch: 4.7

What do the screens show for `O=C(c1ccc(Cl)c(Cl)c1)N(Cc1ccco1)c1ccc(O)cc1`?
esBAF inh: 6.5; RAD54 branch: 4.4

How did N#CC1=C(SCC(=O)c2ccccc2)NC2=C(C(=O)CCC2)C1c1ccco1 (centres undefined) do in these assays?
esBAF inh: inconclusive; RAD54 branch: -1.4

Results for COc1ccc(-c2nc(CS(=O)CC(=O)NCc3ccc(C)cc3)c(C)o2)cc1OC (centres undefined) ?
esBAF inh: 4.3; RAD54 branch: 0.7

How did O=C(COc1ccc(-c2ccccc2)cc1)N1CCN(S(=O)(=O)Cc2ccccc2)CC1 do in these assays?
esBAF inh: 5.9; RAD54 branch: -4.1

What do the screens show for `Cc1cc2nc(CCN(Cc3cccnc3)C(=S)Nc3ccccc3)[nH]c2cc1C`?
esBAF inh: 0.9; RAD54 branch: -0.2

Results for Cc1ccc(S(=O)(=O)Nc2nc3ccccc3nc2NCc2ccco2)cc1C ?
esBAF inh: 14.9; RAD54 branch: 1.3

How did CCCNC(=O)N1CCN(S(=O)(=O)c2ccc(C)c(C)c2)CC1 do in these assays?
esBAF inh: -5.6; RAD54 branch: 11.7

How did COC(=O)c1ccccc1NC(=O)c1ccc2c(c1)OCCO2 do in these assays?
esBAF inh: 11.1; RAD54 branch: 1.1

How did CCCNC(=O)c1cn(CC)c2cc(N3CCN(C)CC3)c(F)cc2c1=O do in these assays?
esBAF inh: -1.6; RAD54 branch: 3.3

Results for Cc1cccc(/C(N)=N/OC(=O)N2CCOCC2)c1 ?
esBAF inh: 18.1; RAD54 branch: -0.1

How did Clc1ccc(-c2n[nH]c3c2CCC3)cc1Cl do in these assays?
esBAF inh: 14.9; RAD54 branch: 0.3

Results for CCOC(=O)CNC(=O)CSc1nnc(-c2cccc(OC)c2)n1CC ?
esBAF inh: -6.8; RAD54 branch: -7.8

What do the screens show for `c1ccc(CSc2nnnn2-c2ccc3c(c2)OCCO3)nc1`?
esBAF inh: 29.0; RAD54 branch: -7.8

Results for O=C(Cn1ccc2ccccc2c1=O)N1CCN(c2cccc(Cl)c2)CC1 ?
esBAF inh: -11.4; RAD54 branch: -6.3

What do the screens show for `CC(O)c1cc2c(cc1NC(=O)c1cnn3c1NC(c1ccco1)CC3C(F)(F)F)OCO2` (centres undefined)?
esBAF inh: -4.5; RAD54 branch: 6.6

Results for Cc1cc(C)n(CCc2nc(-c3cccs3)cs2)n1 ?
esBAF inh: 22.2; RAD54 branch: -4.8

Results for OC(COc1ccc(C2C=CCC2)cc1)CN1CCCCC1 (centres undefined) ?
esBAF inh: -7.4; RAD54 branch: -1.1

What do the screens show for `N#CC1=C(N)OC2=C(C(=O)CC(c3ccco3)C2)C1c1ccc(OCc2c(F)cccc2Cl)cc1` (centres undefined)?
esBAF inh: 7.3; RAD54 branch: -0.5

What do the screens show for `Cn1c(Sc2ccc(Cl)cc2)c(C=O)c2ccccc21`?
esBAF inh: -18.1; RAD54 branch: 4.3

How did O=C(COc1ccc(Cl)cc1)Nc1cnn(Cc2c(Cl)cccc2Cl)c1 do in these assays?
esBAF inh: -1.3; RAD54 branch: 5.2

Results for COc1cccc(/C(O)=C2/C(=O)C(=O)N(CCN(C)C)C2c2ccc(Br)cc2)c1 (centres undefined) ?
esBAF inh: -6.0; RAD54 branch: -13.5

Results for Cc1ccc(CNC(=O)c2ccc3c(=O)n(CC4CCCO4)c(=S)[nH]c3c2)cc1 (centres undefined) ?
esBAF inh: -9.0; RAD54 branch: -12.4

Results for CCn1c(SCc2nc3ccccc3[nH]2)nnc1-c1cnccn1 ?
esBAF inh: 29.1; RAD54 branch: 4.3

What do the screens show for `CCCOc1ccccc1C1CC(=O)NC2=C1C(=O)CCC2` (centres undefined)?
esBAF inh: -9.0; RAD54 branch: -13.7
